D2 potentiator = positive allosteric modulators of human D2 dopamine receptor | HEK293 T-REx D2, calcium flux, EC20 dopamine potentiation | potentiation, % at 10 µM | hit rate 0.34% among 340,000 | AID 485347;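 active = potentiation over 3 SD above the plate norm, cut at about 30% in these data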; also: 0% is about no effect
Target sequence (P14416 whole entry, looked up): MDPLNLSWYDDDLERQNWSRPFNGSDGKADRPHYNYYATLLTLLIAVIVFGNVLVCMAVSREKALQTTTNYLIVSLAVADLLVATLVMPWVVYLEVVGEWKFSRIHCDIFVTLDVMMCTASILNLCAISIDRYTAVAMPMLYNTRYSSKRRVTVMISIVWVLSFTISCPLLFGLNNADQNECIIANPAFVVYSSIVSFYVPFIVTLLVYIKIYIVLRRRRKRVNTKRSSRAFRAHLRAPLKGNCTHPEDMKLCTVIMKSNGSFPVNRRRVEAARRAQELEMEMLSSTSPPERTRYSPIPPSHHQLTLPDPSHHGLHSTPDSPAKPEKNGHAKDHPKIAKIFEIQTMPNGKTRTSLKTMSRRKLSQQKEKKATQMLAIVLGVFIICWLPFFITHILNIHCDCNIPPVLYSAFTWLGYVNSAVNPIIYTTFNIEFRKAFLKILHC
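Using a no-wash calcium dye in inducible, force-coupled HEK293 Trex cells expressing D2, we tracked fluorescence each second for 180 s after compound, then for 180 s after EC20 dopamine to detect augmented signalling.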
D1 ag = agonists of human D1 dopamine receptor; HEK293 T-REx D1 cells, calcium flux, agonist mode; activation, % at 2 µM; hit rate 1% among 360,000; AID 504660; in the data active = activation above about 30%; also: 0% is about no effect
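Inducible HEK293 T-REx D1 cells, force-coupled to calcium signalling, were plated at 4000 cells/well with tetracycline and held overnight at 30 C. After no-wash calcium dye loading, compound-evoked calcium rise over 180 s flagged agonists.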
LDHA block = blocks human lactate dehydrogenase A; P00338; purified LDHA, NADH/diaphorase-resazurin fluorescence; stronger effect = lower value; activity change, % (values are at about 110 or 230 µM); hit rate 0.15% among 480,000; AID 1347041; in the data active = activity change below about -30%; inconclusive = mostly about -25% to -30%;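 also: plate controls were DMSO wells for no effect and wells without enzyme for full effect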
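Remaining NADH was detected by diaphorase (0.133 mg/mL) converting 37 µM resazurin to fluorescent resorufin, read at 0 and 20 minutes. The preceding 5-minute room-temperature reaction used 2 nM LDHA, 0.2 mM sodium pyruvate and 0.06 mM NADH at pH 7.4.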
D1 potentiator = human D1 dopamine receptor positive modulation; P21728; HEK293 TREx D1 cells, calcium flux, dopamine EC20 potentiation; potentiation, % at 10 µM; hit rate 0.036% among 360,000; AID 504651; in the data active = potentiation above about 30%; also: 0% is about no effect
Glioma ERSR ind = inducers of ER stress response in human glioma cells; U87-MG GRP78 promoter luciferase reporter, 16 h; Potency, µM, inactives show top-dose activation, most hits filed as activators; hit rate 0.02% among 420,000; AID 602332; also: potency is read from the fitted curve at half-maximal effect; series mostly up to about 76 µM; % of control where 0% means no effect; nearly all actives have a fitted effect of over 35% in size
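Stably transfected U87-MG human glioma cells carrying a GRP78-based luminescent sensor were seeded at 1000 cells/well, pin-dosed with compounds and incubated 16 h. Luciferase reagent was then added, and end-point luminescence was read after 10 min at room temperature.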
RXFP1 ag = RXFP1 (human) receptor agonism | hit rate 0.3% among 370,000 | Q9HBX9 | AID 2676 | HEK293T-RXFP1 cAMP TR-FRET, 30 min; response scale: percent of porcine relaxin response, buffer zero | Potency, µM (doses to about 57.5 µM), inactives show at the top dose activation, usual class: activators; also: potency is read from the fitted curve at half-maximal effect; % is scaled to controls: 0 for no effect and ±100 for the full control effect; nearly all actives have a fitted effect of over 60% in size; many of its hits are not listed in these tables
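HEK293T cells stably expressing RXFP1 were pretreated with the PDE4 inhibitor Ro 20174, exposed to compounds for 30 min at 37C, lysed, and cAMP was read by TR-FRET. Data normalized to buffer (basal) and 29 nM porcine relaxin (100%).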
Vif-APOBEC3F blk = Vif-A3F binding inhibition | hit rate 0.2% among 390,000 | HeLa A3F-eYFP + Vif (tagged APOBEC3F with the HIV-1 protein that degrades it), YFP fluorescence increase | Potency, µM (series often up to 46.1 µM), for inactives: at the top dose activity, negative = active | AID 602313; also: potency is read from the fitted curve at half-maximal effect; % of control where 0% means no effect; nearly all actives have a fitted effect of over 65% in size
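HeLa cells stably expressing A3F-eYFP plus Vif, plated and incubated overnight at 37 deg C, then exposed to compounds overnight at 37 deg C. Blocked degradation read as raised yellow fluorescence (Ex 488/Em 500-530).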
D1 antag = blocks dopamine activation of the human D1 receptor; P21728; HEK293 TREx D1 cells, calcium flux, dopamine EC80; stronger effect = lower value; activity change, negative = inhibition, % at 10 µM; hit rate 3.2% among 360,000; in the data active = activity change below about -30%; also: % is scaled to controls: 0 for no effect and ±100 for the full control effect
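Cells carrying a force-coupled, tetracycline-inducible human D1 receptor report calcium flux. Each well gets a 10 s baseline, compound with 180 s monitoring, then an EC80 dopamine stimulus with a second 180 s kinetic read.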
Vif-A3G inh = Vif-A3G binding inhibition | AID 602310 | HeLa A3G-eYFP + Vif (tagged APOBEC3G with the HIV-1 protein that degrades it), YFP fluorescence, overnight | Potency, µM (highest dose often 46.1 µM), without a hit: top-dose activity, negative = active, hits mostly inhibitors | Q9HC16 | hit rate 0.076% among 410,000;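 also: potency is read from the fitted curve at half-maximal effect; % is scaled to controls: 0 for no effect and ±100 for the full control effect; nearly all actives have a fitted effect of over 60% in size; hits raise eYFP signal because A3G escapes Vif-driven loss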
Target sequence (Q9HC16 whole entry, looked up): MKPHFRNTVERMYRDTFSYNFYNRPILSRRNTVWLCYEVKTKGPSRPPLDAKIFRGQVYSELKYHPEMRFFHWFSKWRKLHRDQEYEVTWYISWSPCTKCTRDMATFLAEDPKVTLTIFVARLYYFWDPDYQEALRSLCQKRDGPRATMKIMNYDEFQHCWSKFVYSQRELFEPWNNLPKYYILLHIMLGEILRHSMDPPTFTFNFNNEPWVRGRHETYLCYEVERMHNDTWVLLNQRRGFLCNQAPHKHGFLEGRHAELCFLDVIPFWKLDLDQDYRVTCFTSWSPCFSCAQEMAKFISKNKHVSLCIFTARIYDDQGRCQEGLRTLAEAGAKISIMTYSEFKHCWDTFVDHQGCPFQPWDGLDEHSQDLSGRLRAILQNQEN
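HeLa cells stably expressing Vif and C-terminally eYFP-tagged A3G, seeded overnight at 37 deg C, then exposed to compound by pintool overnight at 37 deg C. Rise in yellow fluorescence (Ex 488/Em 500-530, Acumen) marks blocked Vif-driven A3G degradation.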
Starred values were filed as active, the others as inactive; u = inconclusive; x = no result given. Unless noted, calls follow the shape of the dose curve; as a rule, active = well fitted curve in the direction sought with a large enough effect; inconclusive = small, poorly fitted or top-dose-only effect, or another doubt; inactive = no such curve, though single readings can be large; an effect the other way counts as inactive or inconclusive. Not all compounds are listed; count on the stated rates, not on these rows.

SMILES	D2 potentiator	D1 ag	LDHA block	D1 potentiator	Glioma ERSR ind	RXFP1 ag	Vif-APOBEC3F blk	D1 antag	Vif-A3G inh
Cc1ccc(OC(C)C(=O)NCC2(N3CCOCC3)CCCCC2)cc1C (configuration not stated)	13	2	4	-2	-4%	0.9%	-4%	-20	5%
O=C(O)c1ccccc1-c1ccc(/C=C/c2cc(C(F)(F)F)[nH]c(=O)n2)o1	2	146*	1	0	-4%	7.7%	u	-15	10%
CC1Cc2nc(SCC(N)=O)n(Cc3ccccc3)c(=O)c2S1 (configuration not stated)	0	3	-5	-8	-1%	0.0%	-2%	12	0%
O=C(NC(=S)NC1CCS(=O)(=O)C1)c1ccccc1 (configuration not stated)	18	2	0	0	2%	1.9%	-8%	-3	-1%
O=C1[C@@H]2[C@H](C(=O)N1Cc1ccco1)[C@H]1C=C[C@@H]2C1	-10	1	-3	9	-4%	1.7%	0%	14	4%
c1ccc2c(N3CCCCC3)nc(N3CCOCC3)nc2c1	0	6	-6	7	-3%	5.3%	-13%	-5	1%
CC(=O)C1=C(O)C(=O)N(c2ccc(Br)cc2)C1c1ccc(Br)cc1 (configuration not stated)	-2	8	-4	-11	1%	u	1%	3	0%
Cc1cc(-n2c(C)cc(C(=O)COc3ccccc3[N+](=O)[O-])c2C)no1	x	0	-3	-2	7%	0.8%	-12%	-22	-6%
Cc1ccc(Nc2cc(C)nc3nc(Cc4ccc(Cl)cc4)nn23)cc1	-2	5	-5	-1	0%	-0.2%	-4%	6	1%
CC(C)CCN1C(N(C)C)=NC[C@@H]1C	0	1	-7	-2	-4%	-0.5%	3%	2	-7%
CCOC(=O)N1CCN(C(=S)Nc2ccc(C)cc2C)CC1	19	1	1	-1	0%	-2.4%	0%	-17	-3%
COc1cc(C(C)=O)ccc1OCc1cc(C(=O)N2CCSCC2)no1	2	0	-8	0	4%	-0.2%	-3%	-2	-1%
CN(CCO)C(=O)c1cccc2c1-c1ccccc1C2=O	1	2	-7	-6	-4%	0.8%	2%	-8	0%
CC(Sc1nnc(-c2ccc(OC(F)F)cc2)o1)C(=O)NCC1CCCO1 (configuration not stated)	-4	0	-3	-1	4%	2.7%	-6%	-9	4%
COc1ccc(-n2nnc3c(SCC(=O)NCc4ccco4)ncnc32)cc1	0	11	-2	-5	-8%	-0.3%	-10%	-9	-21%
Cc1nc2c(c(C)c1CCC(=O)NCc1ccc(Cl)cc1)c(=O)n(C)c(=O)n2C	-7	1	2	1	-2%	4.0%	-9%	11	1%
N#Cc1ccccc1OCCCNC1CCCC1	-18	9	-14	-4	-3%	0.3%	5%	11	10%
CC(C)c1ccc(NC(=O)CCNC(=O)Cn2cnc3ccccc3c2=O)cc1	0	2	4	-7	-6%	0.2%	0%	-6	-1%
COc1ccc(NC(=O)CSc2nnc(Cc3ccccc3)o2)c(OC)c1	-7	5	-3	0	-3%	0.3%	0%	-7	0%
COc1ccccc1-n1c(SCC(=O)Nc2ccc(NC(C)=O)cc2)nc2c([nH]c3ccccc32)c1=O	-1	-1	-7	-5	-3%	-1.6%	-11%	-13	-16%

Three entries out of the list above, ordered by their value in D1 potentiator, lowest first:
| canonical_smiles | D1 potentiator |
| --- | --- |
| COc1ccc(-n2nnc3c(SCC(=O)NCc4ccco4)ncnc32)cc1 | -5 |
| N#Cc1ccccc1OCCCNC1CCCC1 | -4 |
| COc1cc(C(C)=O)ccc1OCc1cc(C(=O)N2CCSCC2)no1 | 0 |

New compounds follow:
SMILES	D2 potentiator	D1 ag	LDHA block	D1 potentiator	Glioma ERSR ind	RXFP1 ag	Vif-APOBEC3F blk	D1 antag	Vif-A3G inh
Cc1ccccc1OCC(=O)OCc1cc(=O)n2ccsc2n1	10	4	-3	0	1%	12%	-1%	-1	0%
COc1ccc(OC)c(NC(=O)c2c(NCc3ccc(C)o3)sc3c2CCCCC3)c1	0	-1	11	-5	2%	-0.1%	-26%	-1	-3%
CC(C)(C)NC(=O)COC(=O)c1ccccc1OCC(=O)Nc1ccc(Br)cc1	2	9	-6	7	-3%	-0.4%	-5%	0	-2%
CCCCc1nc2ccccc2c(N)c1CCC (tested in a mixture with another compound)	11	50*	-3	-5	-7%	0.3%	-6%	-47*	-9%
CC(=O)c1cc2c(cc1NS(=O)(=O)c1ccccc1F)OCO2	-2	6	1	0	-1%	2.0%	-4%	-22	0%
Cc1cc(C)cc(N(CC(=O)NCc2ccco2)S(=O)(=O)c2c(C)noc2C)c1	-11	1	-1	1	-1%	1.3%	0%	1	-2%
Cc1ccc(CNC(=O)c2c(O)nc3ccccn3c2=O)cc1	4	3	7	-2	-2%	13%	-3%	5	-1%
COc1ccc(NC(=O)CCNS(=O)(=O)c2ccc3c(c2)CCCC(=O)N3)cc1Cl	4	0	-3	5	-3%	-0.5%	7%	2	3%
COc1cccc(N2CCN(S(=O)(=O)c3cc(-c4cc(C)no4)ccc3C)CC2)c1	-11	1	-4	-5	4%	-1.0%	-2%	-6	4%
O=C(COc1ccccc1Cl)Nc1ccc(NC(=O)c2ccco2)cc1	5	2	-17	-3	-5%	-2.7%	-17%	-1	-5%
Cc1cc(OCc2cc(C(=O)N3CCCCCC3)no2)cc(C)c1Cl	0	11	1	-1	0%	-0.2%	-10%	-14	-3%
COc1ccc(OC)c(NC(=O)CSc2nnc(CNC(=O)c3ccccc3F)o2)c1	14	1	-7	0	-5%	-2.0%	0%	15	-1%
COc1cc(NC(=O)C2CC(c3ccccc3O)=NO2)cc(OC)c1OC (configuration not stated)	x	x	3	x	0%	x	-9%	x	-5%
CCOC(=O)c1[nH]cnc1C(=O)O	-5	1	-4	-6	-3%	-1.0%	2%	6	0%
C#CCn1cc(/C=C2\NC(=O)NC2=O)c2ccccc21	-3	0	-17	3	-1%	-1.2%	2%	-5	-15%
CC(Oc1ccc(C(C)(C)C)cc1)C(=O)NC1CC(C)(C)NC(C)(C)C1 (configuration not stated)	-4	8	-8	-1	-3%	2.3%	-9%	0	2%
O=C(/C=C/c1ccccc1)NCc1ccc2c(c1)OCO2	x	0	-10	-4	1%	0.9%	2%	1	0%
CC12CC3(C)CC(C)(C1)CC(NC(=O)N1CCCC1)(C2)C3	11	11	0	-3	-7%	0.3%	-7%	5	1%
COc1ccccc1CNC(=O)CCC(=O)Nc1nnc(C(C)C)s1	-13	0	-4	-1	-2%	-0.1%	-4%	3	-1%
CC1(C)CC(=O)C(=Cc2cn(-c3ccccc3)nc2-c2ccccc2)C(=O)C1	x	x	-9	x	-3%	x	1%	x	4%
Cc1cccc(NC(=O)c2cc(-c3cc(C)cc(C)c3O)n[nH]2)c1	-2	9	-8	-9	u	-2.3%	-17%	-27	-5%
CCc1cccc(C)c1NC(=O)Cn1ccn(-c2cccc(OC)c2)c(=O)c1=O	-7	18	-7	-4	-1%	11%	2%	-14	-8%
CCNC(=O)COC(=O)CNC(=O)c1cc(Cl)cc([N+](=O)[O-])c1	8	1	-7	8	-4%	0.2%	0%	-4	-3%
COc1ccccc1C(=O)NC(CCSC)C(=O)NNC(=O)c1ccccc1O (configuration not stated)	4	0	13	0	0%	2.0%	-4%	1	0%
C[C@@H]1CN([C@H](C)CO)C(=O)c2c(c3ccccc3n2C)-c2ccccc2CO[C@H]1CN(C)Cc1ccc(-c2ccccc2)cc1	x	x	1	x	-6%	x	0%	x	-5%
O=C(NC1CCCCC1)c1noc2c1CCCCC2	8	2	-5	-4	1%	0.5%	-9%	1	4%
O=C(Nc1ccccc1Cc1ccccc1)c1ccccc1F	-2	7	-6	-4	1%	-2.5%	-25%	-7	-5%
CCN(C(=O)COC(=O)CNC(=O)C12CC3CC(CC(C3)C1)C2)C1CCS(=O)(=O)C1 (configuration not stated)	19	1	0	1	-4%	0.3%	2%	6	1%
COc1ccc(CCNC(=O)COC(=O)CCC(=O)c2cccs2)cc1OC	x	x	-8	x	-2%	x	2%	x	0%
CCCn1nnc(NC(=S)NC(=O)Cc2ccccc2)n1	12	5	-1	-8	1%	-1.9%	u	25	3%
Fc1ccc(Cc2cn3cc(-c4ccccc4)nc3s2)cc1	-13	6	-15	4	-9%	5.2%	-7%	-8	1%
COc1ccc2oc(=O)c(C(=O)N3CCN(C(=O)c4ccccc4)CC3)cc2c1	4	1	-9	4	-4%	3.5%	10%	2	-7%
CC(NC(=O)c1ccc(-c2cc(C(F)(F)F)ccc2Cl)o1)c1ccccc1 (configuration not stated)	8	4	-1	0	-5%	22%	-4%	-16	0%
CSc1ccc(/C=C(\NC(=O)c2ccccc2)C(=O)NCCN2CCOCC2)cc1	x	-1	-7	3	5%	1.0%	11%	-26	1%
c1ccc(-c2csc(-n3cccn3)n2)cc1	14	1	-6	-2	-6%	0.7%	9%	-6	0%
CCOC(=O)c1c(N)sc2c(O)c(Br)ccc12	15	0	9	-7	-5%	-0.3%	-3%	3	3%
Cc1cccc(N=Nc2c(N)n[nH]c2-c2ccc(Cl)cc2)c1	9	-2	-3	1	-2%	-0.6%	-4%	-17	-10%
O=C(Nc1ccc(Oc2ccc(NC(=O)c3ccco3)c(NC(=O)c3ccco3)c2)cc1)c1ccco1	-1	8	2	-5	-2%	0.0%	-1%	8	1%
O=C(CCl)N(c1ccc(Cl)cc1)c1c[nH]c2ccccc12	-1	14	-6	-2	-15%	-0.4%	-2%	8	-14%
CCO[C@H]1OC(C(=O)N2CCN(Cc3ccccc3)CC2)=C[C@@H](c2ccc(C(F)(F)F)cc2)[C@@H]1CCCO	-5	2	2	-2	-1%	0.5%	-11%	-12	-4%
NC(=O)c1cccc(N=Cc2cc(Cl)cc(Cl)c2O)c1	-10	7	2	-9	-4%	-0.9%	-9%	-1	-6%
Cc1cc(C)nc(SCc2cn3ccccc3n2)n1	-1	4	-7	-7	5%	0.9%	9%	-3	-1%
CCOc1ccc(N(CC(=O)NCCSCc2ccco2)S(=O)(=O)c2ccc(C)cc2)cc1	-2	21	-3	-2	-7%	-0.4%	0%	-1	-10%

Screening data deposited in PubChem BioAssay by National Center for Advancing Translational Sciences (NCATS).
